High-throughput results as filed in PubChem BioAssay.
BioA inh = M. tuberculosis BioA enzyme inhibitors, primary screen, biochemical, plate reader, single point, HTS. 7,8-diaminopelargonic acid synthase BioA (Mycobacterium tuberculosis). purified M. tuberculosis BioA enzyme. inhibition, % at 9.99 µM. 0.096% of 360,000 active. AID 602481, 2012; in the data active means inhibition above about 40%
Yp Topo-I inh = Yersinia pestis topoisomerase I inhibitors, primary screen, biochemical, cleavage product accumulation, plate reader, single point. DNA topoisomerase I (Yersinia pestis CO92). Y. pestis Topo-I cleavage product accumulation. activity, % at 10 µM. 0.064% of 360,000 active. AID 504884, 2011; in the data active means activity above about 50%, passing the limit was not always enough; further: inactives centre near 2
PfHsp40 yeast = rescue of yeast from PfHsp40 toxicity, primary screen, S. cerevisiae, ATP luminescence; growth rescue, % at 12.5 µM; 0.68% of 340,000 active; S. cerevisiae expressing PfHsp40, growth rescue; in the data active means growth rescue above about 28%, passing the limit was not always enough;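 further: yeast W303a lacking pdr1 and pdr3 grown in galactose medium; growth measured after three days at 30 °C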
BH1578 lux ind = inducers of Vibrio cholerae quorum light production without autoinducers, primary screen, BH1578 luxS cqsA deficient, single point; V. cholerae BH1578 lux reporter, luminescence, 6 h; activation, % at 18.7 µM; 0.16% of 350,000 active; AID 588436, 2011; in the data active means activation mostly above about 9.7%, no sharp cut-off; further: not every result past the cut was called active; inactives centre near 0; reference of the scale not given here
Mtb FBA inh = Mtb FBA enzyme inhibitors, primary screen, biochemical, fluorescence, strain H37Rv; AID 588726, 2011; purified M. tuberculosis FBA, fluorescence read-out; 2.3% of 360,000 active; Fructose-bisphosphate aldolase (Mycobacterium tuberculosis (strain ATCC 25618 / H37Rv)), …; inhibition, % at 1 µM; in the data active means inhibition above about 27%;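 further: 0% = vehicle and 100% = reference inhibitor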
Target sequence (P9WQA3 whole entry, looked up): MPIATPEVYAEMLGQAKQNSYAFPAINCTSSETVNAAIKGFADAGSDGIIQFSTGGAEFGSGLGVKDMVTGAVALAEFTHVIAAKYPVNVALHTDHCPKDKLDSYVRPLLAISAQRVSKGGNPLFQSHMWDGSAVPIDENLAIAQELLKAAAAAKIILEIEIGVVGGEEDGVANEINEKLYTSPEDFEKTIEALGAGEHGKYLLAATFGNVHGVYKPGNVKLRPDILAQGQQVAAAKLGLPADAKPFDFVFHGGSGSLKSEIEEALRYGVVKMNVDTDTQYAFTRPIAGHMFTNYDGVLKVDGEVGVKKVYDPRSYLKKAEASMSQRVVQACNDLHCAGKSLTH
Mtb UGM inh = M. tuberculosis UGM enzyme inhibitors, primary screen, biochemical, fluorescence polarization, single point; UDP-galactopyranose mutase (Mycobacterium tuberculosis (strain ATCC 25618 / H37Rv)), …; purified UGM, fluorescence polarization probe displacement; inhibition, % at 10 µM; 0.06% of 320,000 active; in the data active means inhibition above about 10%, passing the limit was not always enough
Target sequence (P9WIQ1 whole entry, looked up): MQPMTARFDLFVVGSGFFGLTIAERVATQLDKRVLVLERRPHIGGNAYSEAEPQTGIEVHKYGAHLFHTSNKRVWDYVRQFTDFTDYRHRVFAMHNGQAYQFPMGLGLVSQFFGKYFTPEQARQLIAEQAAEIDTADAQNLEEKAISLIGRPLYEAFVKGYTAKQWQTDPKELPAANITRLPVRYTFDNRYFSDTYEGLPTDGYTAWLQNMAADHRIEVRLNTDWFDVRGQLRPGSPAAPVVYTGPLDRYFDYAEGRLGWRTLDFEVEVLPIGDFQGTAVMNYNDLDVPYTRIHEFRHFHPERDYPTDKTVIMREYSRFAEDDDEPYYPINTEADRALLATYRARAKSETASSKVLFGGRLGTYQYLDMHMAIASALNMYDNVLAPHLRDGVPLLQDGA
GDH-TPI counter = GDH-TPI coupling enzyme inhibitors, primary screen, artefact control for M. tuberculosis FBA inhibitor project, biochemical, absorbance, full deck; inhibition, % at 4.8 µM; 1.2% of 360,000 active; GDH-TPI coupled enzyme counterscreen, NADH absorbance; in the data active means inhibition above about 30%;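 further: 0% = DMSO wells and 100% = wells lacking the enzyme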
FadD28 binding = inhibitors of FadD28 bisubstrate probe binding, primary screen, biochemical, fluorescence polarization, single point. Mycobacterium tuberculosis FadD28 fatty-acid-AMP ligase. inhibition, % at 12.5 µM. 0.22% of 360,000 active; in the data active means inhibition above about 8.5%, passing the limit was not always enough
TcdB inh = TcdB glycohydrolase inhibitors, primary screen, biochemical, single point, plate reader; Toxin B (Clostridioides difficile), P18177; TcdB glycohydrolase enzymatic assay; inhibition, % at 9.99 µM; 0.24% of 350,000 active; in the data active means inhibition above about 10%
* marks the source's active call; other numbers are inactive results; i = inactive; · = no result given; & = joins results of further samples.

Value order – BioA inh | Yp Topo-I inh | Mtb FBA inh | GDH-TPI counter | FadD28 binding | TcdB inh | PfHsp40 yeast | Mtb UGM inh | BH1578 lux ind
#1 CCc1cc(C(=O)NC(C)C2CCCO2)cs1 (configuration not stated)
    -0.9 | 0.2 | -0.7 | 1.0 | 0.4 | 0.4 | -0.9 | 1.1 | -0.5
#2 CC(C)C[C@@H](CO)N1CCN(CC(C)C)CCC1=O
    0.2 | 1.7 | 2.1 | -6.0 | -2.5 | · | -0.9 | -0.9 | -0.4
#3 CCCCc1nc(SCC(=O)Nc2cc(C)on2)n[nH]1
    -0.1 | -0.7 | 2.9 | 6.4 | 0.2 | 0.1 | -2.3 | -0.3 | -0.4
#4 O=C(Nc1ccc(N2CCN(C(=O)c3ccco3)CC2)c(Cl)c1)c1cccs1
    0.3 | 11.3 | -1.6 | -8.7 | -3.6 | · | 0.8 | 2.3 | i
#5 COc1ccc(Cl)cc1NC(=O)CN(C)CC(=O)Nc1ccccc1N1CCOCC1
    · | 26.3 | -0.9 | 4.3 | -5.2 | -2.6 | 0.1 | -1.4 | -0.4
#6 O=C(CN1C(=O)c2ccccc2C1=O)OCC(=O)N1CCc2ccccc2C1
    -0.8 | 0.2 | 1.2 | -5.0 | -0.9 | · | 0.5 | 1.9 | -0.2
#7 Cc1ccc(-c2csc3ncnc(Cl)c23)cc1
    0.7 | 7.9 | -1.5 | -3.2 | -4.5 | 2.2 | 2.1 | 1.3 | i
#8 Cc1ccc(-c2cccc(CN3CCN(C4CCN(C(C)C)CC4)C(CCO)C3)c2)o1 (configuration not stated)
    · | -2.1 | 9.6 | 2.1 | -0.7 | 1.2 | -0.3 | 3.0 | i
#9 Cc1ccc(N2C(=O)CS/C2=C(\C(Cl)=C(Cl)Cl)[N+](=O)[O-])cc1
    1.7 | -12.5 | -2.4 | 1.9 | -0.2 | 0.1 | -0.8 | -0.9 | i
#10 CCC(C)(C(=O)NC1CCCCC1)N(C(=O)Cc1cccs1)c1ccccc1 (configuration not stated)
    · | 24.4 | 4.3 | 5.6 | -0.5 | · | 1.3 | -2.1 | -0.2
#11 CCn1c(CCNC(=O)c2ccc(C)cc2)n[nH]c1=S
    · | -1.7 | 4.7 | 2.5 | -0.3 | · | 0.3 | -0.8 | i
#12 COc1ccccc1N1CCN(CC(O)COc2c(OC)cccc2OC)CC1 (configuration not stated)
    · | -2.4 | 0.3 | -6.4 | -3.1 | · | 0.1 | 2.1 | -5.3
#13 Cc1cccc(-n2c(Cc3cc(=O)[nH]c(=O)[nH]3)nnc2SC(C)C)c1
    -1.8 | -2.9 | 3.5 | 9.4 | -1.7 | 1.8 | -0.4 | 0.1 | -0.1
#14 COc1cc(C(=O)NCc2ccc(-c3nc4ccccc4s3)cc2)cc(OC)c1OC
    · | 13.5 | -2.7 | 4.1 | -3.8 | 0.0 | 0.2 | 1.1 | -0.4
#15 Cc1noc(C)c1CSCC(=O)N1CCN(c2ccc([N+](=O)[O-])cc2)CC1
    6.7 | 3.9 | -4.1 | 3.5 | -1.9 | · | 0.5 | 0.1 | -1.0
#16 COc1ccc(C2=CC(c3ccc(F)cc3)n3nnnc3N2)cc1 (configuration not stated)
    -2.1 | 1.2 | 18.0 | 19.2 | 0.8 | · | -0.1 | -4.1 | -1.5
#17 COC(=O)CCC(=O)c1ccn(S(=O)(=O)c2ccccc2)c1
    0.6 | -3.5 | -0.4 | 13.8 | · | 0.6 | 0.1 | -0.2 | i
#18 COc1ccc(Nc2nc(-c3ccccc3F)nc3ccccc23)cc1OC
    10.7 | -27.0 | 1.1 | 4.7 | -1.3 | 0.8 | 0.8 | -2.7 | -0.4
#19 CCOC(=O)CSc1nnc(CNC(=O)c2cc(OCC)c(OCC)c(OCC)c2)n1C
    0.4 | -4.3 | 0.2 | 5.0 | -3.0 | · | -0.4 | 0.9 | -0.5
#20 CCCn1c(C(O)c2cccc(OC)c2)nc2ccccc21 (configuration not stated)
    1.0 | 3.6 | -1.7 | 10.4 | -1.3 | 1.6 | -0.7 | · | i

2 entries from above in another layout.
4) O=C(Nc1ccc(N2CCN(C(=O)c3ccco3)CC2)c(Cl)c1)c1cccs1
  BioA inh = 0.3	Yp Topo-I inh = 11.3	Mtb FBA inh = -1.6	GDH-TPI counter = -8.7	FadD28 binding = -3.6	TcdB inh = ·	PfHsp40 yeast = 0.8	Mtb UGM inh = 2.3	BH1578 lux ind = i
5) COc1ccc(Cl)cc1NC(=O)CN(C)CC(=O)Nc1ccccc1N1CCOCC1
  BioA inh = ·	Yp Topo-I inh = 26.3	Mtb FBA inh = -0.9	GDH-TPI counter = 4.3	FadD28 binding = -5.2	TcdB inh = -2.6	PfHsp40 yeast = 0.1	Mtb UGM inh = -1.4	BH1578 lux ind = -0.4

Next entries.
Value order – BioA inh | Yp Topo-I inh | Mtb FBA inh | GDH-TPI counter | FadD28 binding | TcdB inh | PfHsp40 yeast | Mtb UGM inh | BH1578 lux ind
#21 Cc1ccc(CNCC(O)c2ccccc2)s1 (configuration not stated)
    -2.8 | -10.1 | 2.4 | -12.6 | 0.2 | 0.9 | -2.1 | 0.7 | -0.4
#22 COc1ccc(NC2CCCN(C(=O)C3=NNC(=O)CC3)C2)cc1 (configuration not stated)
    -0.2 | 6.2 | -1.9 | -8.0 | -3.4 | 2.0 | · | · | -0.5
#23 Cc1cccc(C(O)C(O)c2cccc(C)n2)n1 (configuration not stated)
    -0.4 | -2.7 | 1.5 | -7.7 | -3.6 | -0.4 | -0.8 | · | i
#24 Cc1ccc(NC(=O)O/N=C/c2ccc(F)cc2)cc1
    0.4 | -0.4 | -0.5 | -11.4 | 0.7 | 1.1 | -0.9 | 6.4 | i
#25 CCc1cccc(NC(=O)CSC2=NS(=O)(=O)c3ccccc32)c1
    3.8 | -0.8 | 1.4 | 4.8 | -0.4 | 2.8 | 8.5 | 3.7 | -1.1
#26 C[C@H](CO)N1C[C@H](C)[C@@H](CN(C)C)Oc2c(NS(=O)(=O)c3ccc(F)cc3)cccc2C1=O
    -1.9&-2.7 | -3.8 | -2.0 | 1.8 | -0.7 | 0.3&2.0 | -0.4 | 1.5 | i
#27 COC(=O)C1=C(C)N=C2SC(C)C(=O)N2C1c1cccc(F)c1 (configuration not stated)
    -5.4 | -10.6 | -6.6 | 13.9 | 0.0 | · | 1.0 | -3.7 | -2.8
#28 COc1cc(NS(=O)(=O)c2ccc(NC(=O)c3ccc(Cl)cc3Cl)cc2)ncn1
    2.6 | 8.9 | -3.2 | -5.8 | · | 0.6 | -1.6 | -0.8 | 0.2
#29 COc1ccc(-c2cc(=O)oc3c(C)c(OC(C)C(=O)Nc4ccc(CN5CCOCC5)cc4)ccc23)cc1 (configuration not stated)
    -1.0 | 16.9 | -2.2 | 6.0 | -5.4 | 1.4 | 0.9 | 0.8 | -2.0
#30 CC1Cc2cc(/C(O)=C3/C(=O)C(=O)N(CCCN(C)C)C3c3ccncc3)ccc2O1 (configuration not stated)
    -0.1 | -0.2 | -3.9 | -4.8 | -2.5 | · | 1.4 | · | -0.7
#31 C/C(=N\NC(=O)CCc1ccc(S(=O)(=O)N2CCOCC2)cc1)c1ccc(Br)cc1
    -0.6 | 22.2 | 3.1 | -0.6 | -1.4 | -0.3 | 0.9 | -0.3 | -0.3
#32 CS(=O)(=O)N(CC(=O)Nc1ccccc1C(=O)N1CCCC1)c1cccc([N+](=O)[O-])c1
    · | 5.0 | 5.3 | -4.5 | -0.8 | 0.0 | -1.8 | 1.0 | 0.1
#33 OCCC1CN(Cc2nc3c(s2)CCCC3)CCN1Cc1ccsc1 (configuration not stated)
    · | 4.0 | -0.1 | -1.9 | -1.2 | -0.5 | 1.7 | -1.4 | i
#34 Cc1onc(-c2ccccc2)c1NC(=O)N(Cc1ccccc1)C(C)C
    -0.9 | 1.9 | 1.9 | -3.4 | -2.0 | 1.3 | -1.2 | 0.8 | -0.3
#35 COCCNC(=O)C1CC2Cn3c(nc4cc5ccccc5cc43)C2N1C (configuration not stated)
    -1.7 | 3.5 | 1.3 | 1.4 | -1.8 | 0.2 | -1.5 | -2.6 | i
#36 O=C1CC(NS(=O)(=O)c2ccc([N+](=O)[O-])cc2)CN1c1ccc(Cl)cc1 (configuration not stated)
    · | -7.7 | 5.0 | 13.4 | -0.3 | 0.5 | 0.4 | 0.7 | -2.0
#37 Clc1ccc(-n2ncc3c(NCc4ccc5c(c4)OCO5)ncnc32)cc1
    -0.6 | 1.0 | -4.0 | 0.0 | -4.1 | · | -1.2 | -1.5 | i
#38 CCOC(=O)CSc1nc2c(c(=O)n1-c1ccc(OC)cc1)SCC2
    -0.5 | 8.7 | 0.3 | 8.7 | -2.1 | 1.5 | -0.9 | 0.1 | -0.4
#39 CCNC(=O)c1ccc2c(c1)S(=O)(=O)c1ccccc1C2=O
    -0.9 | 10.2 | 1.0 | 7.8 | 0.0 | · | 1.6 | 1.6 | -0.3
#40 CCCCN(C(=O)c1ccccc1Cl)C(CC(C)C)c1nc2ccccc2[nH]1 (configuration not stated)
    2.9 | · | -0.2 | · | -3.1 | 3.1 | · | · | ·
#41 CCCn1c(SCC(=O)Nc2ccc(NC(C)=O)cc2)nc2c1c(=O)n(C)c(=O)n2C
    -0.6 | 1.4 | -0.9 | -6.8 | -3.0 | 1.4 | 3.3 | 0.8 | -4.0
#42 COc1ccc(CNC(=O)c2sc(=S)n(-c3ccccc3)c2N)cc1
    -0.6 | -11.9 | 0.4 | 9.2 | 2.3 | -0.6 | -0.7 | 2.9 | 1.2
#43 Cc1ccc(-n2nnnc2SCn2nnc3ccccc3c2=O)cc1
    0.9 | 5.8 | 2.5 | 1.9 | -1.5 | · | 0.9 | 3.3 | -1.2
#44 c1ccc(-n2ncc3c2ncn2nc(-c4ccco4)nc32)cc1
    -0.9 | 6.3 | 26.4 | 9.2 | -2.8 | · | -2.0 | -1.4 | -0.8
#45 COc1ccc2cc(C(=O)CS(=O)(=O)c3ccccc3)c(=O)oc2c1
    5.9 | 7.8 | 57.4* | 22.7 | -1.3 | 0.8 | -0.3 | 3.5 | -10.8
#46 CCOC(=O)NCc1ccc(CNC(=O)OCC)cc1
    0.1 | -0.6 | 0.4 | -0.9 | -1.9 | · | 0.0 | 3.2 | i
#47 COc1ccc(Cn2c(N)c(C#N)c3nc4ccccc4nc32)cc1OC
    0.3 | -3.1 | 14.5 | 23.6 | -1.7 | · | -1.3 | 0.6 | 13.8
#48 O=c1[nH]cc(S(=O)(=O)c2ccccc2)[nH]1
    · | 7.3 | 5.0 | 7.4 | 0.3 | 0.3 | -0.3 | 2.5 | -0.8
#49 CCCc1ccc(C(=O)NNc2ccc(F)cc2)cc1
    -0.5 | -0.6 | 1.2 | -0.7 | -2.0 | -1.7 | 7.2 | -2.2 | i
#50 Cc1cccc(OCCOC(=O)C2CCN(S(=O)(=O)c3cccs3)CC2)c1
    -2.0 | 26.8 | 3.4 | 3.4 | 1.8 | · | 101.6* | -3.3 | -0.5
#51 COc1ccc(C(=O)Nc2ccc(NC(=O)c3cccs3)c(OC)c2)cc1Cl
    0.0 | -0.7 | -1.4 | 14.6 | -4.2 | -1.9 | 0.6 | 1.3 | -0.2
#52 COc1ccc(C(=O)Nc2ccccc2N2CCCC2)cc1
    0.1 | 1.9 | 1.1 | -0.7 | -1.8 | 0.5 | -0.8 | -6.4 | -1.9
#53 CCOC(=O)C1CCN(S(=O)(=O)c2c(C)[nH]c(=O)[nH]c2=O)CC1
    -0.1 | -0.8 | 0.9 | 15.4 | -3.3 | · | 1.0 | · | -1.6
#54 Brc1c(CSc2nncn2-c2ccccc2)nc2sccn12
    -0.6 | 5.1 | 0.8 | -9.3 | 0.4 | · | 2.0 | -0.5 | -0.2
#55 Cc1ccc(Oc2nc(CN3CCOCC3)nc3sc4c(c23)CCC(C)C4)cc1C (configuration not stated)
    · | 29.4 | -4.3 | -5.7 | -3.3 | 1.2 | -0.9 | -0.1 | -0.2
#56 COc1cc2nc(SCc3ccc(F)cc3)n(Cc3cccs3)c(=N)c2cc1OC
    2.7 | -0.6 | -3.1 | -4.8 | -3.0 | · | 0.0 | -3.4 | -3.8
